Compound activity deposited in PubChem BioAssay by NMMLSC.
Avidin bead fluor: green autofluorescence of compounds with avidin beads – biophysical, 488/530 nm, flow cytometry, artefact control, profiling panel. compound fluorescence 488/530 nm; active compounds read high. fluorescence (KMESF) at 10 µM. 0.38% of 220,000 active; in the data active means fluorescence above about 47; further: inactives centre near 10
RGS4-Gao reg: modulators of RGS4 binding to Galphao, primary screen, biochemical, multiplexed bead flow cytometry. Guanine nucleotide-binding protein G(o) subunit alpha (Homo sapiens), P09471. actives lie on both sides. binding response (% of control), % at 10 µM. 0.33% of 220,000 active; in the data active means binding response below about 49% or above about 150%; inactive means in between;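 further: fluorescent Galphao activated with aluminum fluoride binding bead-coupled RGS4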
Target sequence (P09471 whole entry, looked up): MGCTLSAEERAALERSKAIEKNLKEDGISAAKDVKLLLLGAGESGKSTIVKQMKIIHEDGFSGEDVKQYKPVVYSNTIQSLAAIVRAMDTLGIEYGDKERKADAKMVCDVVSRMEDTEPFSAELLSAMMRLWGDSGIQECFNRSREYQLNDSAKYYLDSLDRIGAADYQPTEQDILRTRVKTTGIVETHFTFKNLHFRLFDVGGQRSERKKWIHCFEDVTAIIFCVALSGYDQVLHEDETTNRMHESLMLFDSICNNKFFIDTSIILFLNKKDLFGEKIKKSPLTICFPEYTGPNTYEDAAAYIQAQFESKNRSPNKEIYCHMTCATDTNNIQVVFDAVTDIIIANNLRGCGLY
RGS7-Gao: RGS7-Galphao binding modulators, primary screen, biochemical, multiplexed bead flow cytometry; AID 1439, 2008; binding response (% of control), % at 10 µM; actives lie on both sides; 0.35% of 220,000 active; in the data active means binding response below about 49% or above about 150%; inconclusive means no clear call, values can overlap the other calls; inactive means in between;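 further: fluorescent Galphao held in activated GDP-AlF4 state binding bead-coupled RGS7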
* = called active by the depositor.

The opening 2 records as a preview:
Screening COc1cc2c(c(OC)c1O)C(=O)CO2 returned Avidin bead fluor 3, RGS4-Gao reg 63 and RGS7-Gao inconclusive.
COc1cc(C(=O)O/N=C(\N)c2cccc([N+](=O)[O-])c2)cc(OC)c1OC was read as Avidin bead fluor 8, RGS4-Gao reg 96 and RGS7-Gao inconclusive.

All compounds of this part (from the top)
Screening COc1cc2c(c(OC)c1O)C(=O)CO2 returned Avidin bead fluor 3, RGS4-Gao reg 63 and RGS7-Gao inconclusive.
COc1cc(C(=O)O/N=C(\N)c2cccc([N+](=O)[O-])c2)cc(OC)c1OC was read as Avidin bead fluor 8, RGS4-Gao reg 96 and RGS7-Gao inconclusive.
O=C(Nc1ccc(Oc2ncnc3cc(Cl)ccc23)nc1)Nc1cccc(C(F)(F)F)c1 was read as Avidin bead fluor 7, RGS4-Gao reg 97 and RGS7-Gao inconclusive.
O=C1Cc2ccccc2C(c2ccc(Cl)cc2Cl)N1 (configuration not stated) was read as Avidin bead fluor 9, RGS4-Gao reg 100 and RGS7-Gao inconclusive.
For CSc1nc(SC(C)C(=O)O)c2c3c(sc2n1)COC(C)(C)C3 (configuration not stated) the results were Avidin bead fluor 7, RGS4-Gao reg 101 and RGS7-Gao inconclusive.
For CCC1CC(CSC(=N)N)OC1=O (configuration not stated) the results were Avidin bead fluor 4, RGS4-Gao reg 99 and RGS7-Gao inconclusive.
c1ccc(-c2ncc(CN3CCN(c4ccccn4)CC3)[nH]2)cc1 was read as Avidin bead fluor 5, RGS4-Gao reg 102 and RGS7-Gao inconclusive.
For N=C1SC(CC(=O)Nc2ccc([N+](=O)[O-])cc2)C(=O)N1c1ccccc1 (configuration not stated) the results were Avidin bead fluor 9 and RGS4-Gao reg 119.
Screening CN1CCC(NC(=O)Nc2ccc(Br)cc2)CC1 returned Avidin bead fluor 5, RGS4-Gao reg 97 and RGS7-Gao inconclusive.
Screening CCN(Cc1ccncc1)C(=O)c1ccccc1NS(=O)(=O)c1ccc(Br)cc1 returned Avidin bead fluor 4, RGS4-Gao reg 106 and RGS7-Gao inconclusive.
Screening CCOC(=O)c1cc(-c2ccc(N3CCOCC3)cc2)nn1-c1ccccc1C(=O)O returned Avidin bead fluor 7, RGS4-Gao reg 104 and RGS7-Gao inconclusive.
For Cc1ccc(N2C(=O)c3cccc4c([N+](=O)[O-])ccc(c34)C2=O)c2cccnc12 the results were Avidin bead fluor 10, RGS4-Gao reg 102 and RGS7-Gao inconclusive.
Screening Cc1cc(C(=O)NCc2cccs2)nn1C returned Avidin bead fluor 2, RGS4-Gao reg 82 and RGS7-Gao inconclusive.
For CC(C)c1ccccc1NC(=O)CC1(CC(=O)O)CCCC1 the results were Avidin bead fluor 5, RGS4-Gao reg 89 and RGS7-Gao inconclusive.
`CC/C(=N\NC(N)=O)c1ccc(OC)c(OC)c1` gave Avidin bead fluor 6, RGS4-Gao reg 100 and RGS7-Gao inconclusive.

Three compounds from above, sorted by formula weight, high to low.
Screening CCN(Cc1ccncc1)C(=O)c1ccccc1NS(=O)(=O)c1ccc(Br)cc1 returned Avidin bead fluor 4, RGS4-Gao reg 106 and RGS7-Gao inconclusive.
Screening CCOC(=O)c1cc(-c2ccc(N3CCOCC3)cc2)nn1-c1ccccc1C(=O)O returned Avidin bead fluor 7, RGS4-Gao reg 104 and RGS7-Gao inconclusive.
`CC/C(=N\NC(N)=O)c1ccc(OC)c(OC)c1` gave Avidin bead fluor 6, RGS4-Gao reg 100 and RGS7-Gao inconclusive.

The listing continues.
`COc1ccc(/C=C/c2nnc(NC(=O)COc3ccccc3)s2)cc1` gave Avidin bead fluor 8, RGS4-Gao reg 102 and RGS7-Gao inconclusive.
Screening COc1ccc2[nH]c(C(=O)NCc3ccc4c(c3)OCO4)cc2c1 returned Avidin bead fluor 7, RGS4-Gao reg 103 and RGS7-Gao inconclusive.
`CCOC(=O)c1oc2cc(OC(C)=O)ccc2c(=O)c1-c1ccc(OC)c(OC)c1` gave Avidin bead fluor 8, RGS4-Gao reg 103 and RGS7-Gao inconclusive.
NC(=O)CC(NC(=O)Cc1ccc(Br)cc1)c1ccc(N2CCC(Br)CC2)c([N+](=O)[O-])c1 (configuration not stated) was read as Avidin bead fluor 10, RGS4-Gao reg 105 and RGS7-Gao inconclusive.
For CCCCSc1ncnc2[nH]ncc12 the results were Avidin bead fluor 3, RGS4-Gao reg 95 and RGS7-Gao inconclusive.
`C[C@@]12CCC=C[C@H]1[C@H](c1ccoc1)N(Cc1ccccc1)C2=O` gave Avidin bead fluor 7, RGS4-Gao reg 101 and RGS7-Gao inconclusive.
For O=P(O)(CN1CCCCCC1)C1Cc2ccccc2C1 the results were Avidin bead fluor 6, RGS4-Gao reg 97 and RGS7-Gao inconclusive.
Clc1cccc(Cl)c1C1=NOC(c2nnc(-c3ccccc3)o2)C1 (configuration not stated) was read as Avidin bead fluor 10, RGS4-Gao reg 101 and RGS7-Gao inconclusive.
Cn1nc([N+](=O)[O-])nc1Sc1nnnn1-c1cccc(C(=O)O)c1 was read as Avidin bead fluor 8, RGS4-Gao reg 102 and RGS7-Gao inconclusive.
For CC(=O)N(C1=C(Cl)C(=O)c2ccccc2C1=O)C1CCCCC1 the results were Avidin bead fluor 2, RGS4-Gao reg 87 and RGS7-Gao inconclusive.
Screening NC(=O)C1CCN(CC(O)CSc2ccccc2)CC1 (configuration not stated) returned Avidin bead fluor 13, RGS4-Gao reg 108 and RGS7-Gao inconclusive.
C/C=C(/C)C(=O)Nc1cccc(C2=NOC3(C2)C[C@@H](C(N)=O)N(C(=O)CCCCC)C3)c1 (some centres not stated) was read as Avidin bead fluor 9, RGS4-Gao reg 96 and RGS7-Gao inconclusive.
Cc1cc(S(N)(=O)=O)c(N)c(S(N)(=O)=O)c1 was read as Avidin bead fluor 6, RGS4-Gao reg 102 and RGS7-Gao inconclusive.
Screening Cn1nc(Cc2n[nH]c(=S)n2C)c2ccccc2c1=O returned Avidin bead fluor 6, RGS4-Gao reg 101 and RGS7-Gao inconclusive.
`Cc1nc(-c2nnc(SCC(=O)Nc3cc(Cl)cc(Cl)c3)n2C)cs1` gave Avidin bead fluor 8, RGS4-Gao reg 98 and RGS7-Gao inconclusive.
`O=C1CCC(C(=O)Nc2ccccc2N2CCOCC2)=NN1` gave Avidin bead fluor 6, RGS4-Gao reg 99 and RGS7-Gao inconclusive.
COc1cc(S(=O)(=O)N(Cc2cccc(OC)c2OC)CC2CCCO2)ccc1-n1cnnn1 (configuration not stated) was read as Avidin bead fluor 6, RGS4-Gao reg 98 and RGS7-Gao inconclusive.
Screening Cc1cccc(OCc2nnc(SCC(=O)Nc3nccs3)o2)c1 returned Avidin bead fluor 7, RGS4-Gao reg 98 and RGS7-Gao inconclusive.
`NS(=O)(=O)c1cccc(NC(=O)CSc2nc3nc(-c4cccs4)cc(C(F)(F)F)c3c(=O)[nH]2)c1` gave Avidin bead fluor 8, RGS4-Gao reg 103 and RGS7-Gao inconclusive.
Screening Cc1ccc(S(=O)(=O)N2CCOCC2)cc1C(=O)NC(=S)N1CC(C)CC(C)C1 (configuration not stated) returned Avidin bead fluor 8, RGS4-Gao reg 102 and RGS7-Gao inconclusive.
`COc1cc(/C=N\NC(=O)c2cccc(Cl)c2)ccc1Oc1ccc([N+](=O)[O-])cn1` gave Avidin bead fluor 5, RGS4-Gao reg 93 and RGS7-Gao inconclusive.
Screening COC(=O)c1sc(C(F)(F)F)c(-c2ccccc2)c1S(=O)(=O)N1CCCC1 returned Avidin bead fluor 3, RGS4-Gao reg 104 and RGS7-Gao inconclusive.
Cc1cc(C)cc(NC(=O)C(Sc2nnc(C)c(=O)[nH]2)c2ccccc2)c1 (configuration not stated) was read as Avidin bead fluor 7, RGS4-Gao reg 111 and RGS7-Gao inconclusive.
`COC(=O)c1n[nH]n(-c2ccc(F)c(Cl)c2)c1=O` gave Avidin bead fluor 6, RGS4-Gao reg 89 and RGS7-Gao inconclusive.
Screening COC(=O)CNC(=O)CSc1ccccn1 returned Avidin bead fluor 7, RGS4-Gao reg 101 and RGS7-Gao inconclusive.
Screening O=C(CC1SC(=O)N(c2ccccc2)C1=O)Nc1ccc(Cl)cc1 (configuration not stated) returned Avidin bead fluor 5, RGS4-Gao reg 92 and RGS7-Gao inconclusive.
Screening Cc1ccc(S(=O)(=O)N2C(=O)c3cccc4cccc2c34)cc1 returned Avidin bead fluor 7 and RGS4-Gao reg 104.
Screening COc1cc(O)c(C(CC(=O)N2CCCC(C)C2)c2cc(OC)c(OC)c(OC)c2)c(OC)c1 (configuration not stated) returned Avidin bead fluor 7, RGS4-Gao reg 102 and RGS7-Gao inconclusive.
Screening CC(C)n1cnc2c(N(C)c3ccccc3)nc(N(CCN(C)C)Cc3ccccc3)nc21 returned Avidin bead fluor 9, RGS4-Gao reg 98 and RGS7-Gao inconclusive.
CCCCCCn1c(=O)[nH]c2c(c1=O)CCC2 was read as Avidin bead fluor 6, RGS4-Gao reg 104 and RGS7-Gao inconclusive.
Cn1c(=O)c(C(=O)Nc2ccccc2S(N)(=O)=O)c(O)c2ccccc21 was read as Avidin bead fluor 12, RGS4-Gao reg 100 and RGS7-Gao inconclusive.
`CC(=O)Nc1ccc(CN2CCCC(CO)(Cc3cccc(Cl)c3)C2)cc1` (configuration not stated) gave Avidin bead fluor 7, RGS4-Gao reg 96 and RGS7-Gao inconclusive.
`O=C(N/N=C/c1ccc2c(c1)OCO2)c1cc2ccccc2o1` gave Avidin bead fluor 12, RGS4-Gao reg 108 and RGS7-Gao inconclusive.
Screening COC(=O)c1cc(NC(=O)CN(C)Cc2ccccc2)cc(C(=O)OC)c1 returned Avidin bead fluor 4, RGS4-Gao reg 110 and RGS7-Gao inconclusive.
Screening COc1ccc(N)cc1S(=O)(=O)Nc1ccccc1Cl returned Avidin bead fluor 5, RGS4-Gao reg 119 and RGS7-Gao inconclusive.
Screening Cc1nn(-c2cccc(C(F)(F)F)c2)c(=O)c2noc(C)c12 returned Avidin bead fluor 6, RGS4-Gao reg 97 and RGS7-Gao inconclusive.
`Cc1cccc(-n2c(O)c(C=Nc3cccc(O)c3)c3ccccc3c2=O)n1` gave Avidin bead fluor 22, RGS4-Gao reg 103 and RGS7-Gao inconclusive.
Screening CCOP(=O)(Nc1ccc2oc(=O)c3ccccc3c2c1)OCC returned Avidin bead fluor 12, RGS4-Gao reg 102 and RGS7-Gao inconclusive.
`CCOC(=O)Cc1nnc(NC(=O)C23CC4CC(CC(C4)C2)C3)s1` gave Avidin bead fluor 4, RGS4-Gao reg 97 and RGS7-Gao inconclusive.
COc1cc(C2CC(=O)C3=C(C2)Nc2ncnn2C3c2cccs2)cc(OC)c1OC (configuration not stated) was read as Avidin bead fluor 6, RGS4-Gao reg 89 and RGS7-Gao inconclusive.
For O=C(COC(=O)c1cc[n+]([O-])cc1)Nc1ccc(SC(F)F)cc1 the results were Avidin bead fluor 9, RGS4-Gao reg 95 and RGS7-Gao inconclusive.
Screening O=C(N/N=C/c1ccccn1)c1sc2ccccc2c1Cl returned Avidin bead fluor 3, RGS4-Gao reg 96 and RGS7-Gao inconclusive.
Screening C=C(C)COc1ccc(-c2nc(N)ncc2-c2ccccc2OC)c(O)c1 returned Avidin bead fluor 8, RGS4-Gao reg 107 and RGS7-Gao inconclusive.
Screening CN1C(C(=O)NCc2ccc(OC(F)(F)F)cc2)CC2Cn3c(nc4cc(Cl)c(Cl)cc43)C21 (configuration not stated) returned Avidin bead fluor 10, RGS4-Gao reg 100 and RGS7-Gao inconclusive.
O=C(NN1CC(=O)N(c2cc(Cl)cc(Cl)c2)CC1=O)c1sccc1Cl was read as Avidin bead fluor 7, RGS4-Gao reg 103 and RGS7-Gao inconclusive.

Brought forward from above: 2 entries; new compounds follow.
Screening CN1C(C(=O)NCc2ccc(OC(F)(F)F)cc2)CC2Cn3c(nc4cc(Cl)c(Cl)cc43)C21 (configuration not stated) returned Avidin bead fluor 10, RGS4-Gao reg 100 and RGS7-Gao inconclusive.
O=C(NN1CC(=O)N(c2cc(Cl)cc(Cl)c2)CC1=O)c1sccc1Cl was read as Avidin bead fluor 7, RGS4-Gao reg 103 and RGS7-Gao inconclusive.
Screening C=CCn1c(SCc2n[nH]c(=S)n2-c2ccccc2)nnc1-c1ccccc1 returned Avidin bead fluor 13, RGS4-Gao reg 98 and RGS7-Gao inconclusive.
Screening OCc1nnn(-c2ccccc2)c1CO returned Avidin bead fluor 3, RGS4-Gao reg 101 and RGS7-Gao inconclusive.
COc1ccc(OC)c(/C=N/NC(=O)c2[nH]ncc2Br)c1 was read as Avidin bead fluor 3, RGS4-Gao reg 101 and RGS7-Gao inconclusive.
`Cc1nccn1-c1c([N+](=O)[O-])c(=O)n(C)c2ccccc12` gave Avidin bead fluor 8, RGS4-Gao reg 104 and RGS7-Gao inconclusive.
COc1ccc(C(=O)NC(=S)SCC(=O)O)cc1 was read as Avidin bead fluor 8, RGS4-Gao reg 102 and RGS7-Gao inconclusive.
For C/C(=N/NC(=O)CNC(=O)C(c1ccccc1)c1ccccc1)c1ccco1 the results were Avidin bead fluor 43, RGS4-Gao reg 116 and RGS7-Gao inconclusive.
For COc1ccc(CCN2C(=O)CC(C(N)=O)SC2=Nc2ccccc2)cc1 (configuration not stated) the results were Avidin bead fluor 7, RGS4-Gao reg 99 and RGS7-Gao inconclusive.
For Nc1c(C(=O)O)sc2nc(-c3ccccc3)cc(-c3ccc(Cl)cc3)c12 the results were Avidin bead fluor 7, RGS4-Gao reg 101 and RGS7-Gao inconclusive.
For CC1CCN(c2c(NCc3ccc(C(=O)N(C)C4CCCCC4)cc3)c(=O)c2=O)CC1 the results were Avidin bead fluor 4 and RGS4-Gao reg 80.

Only part of the results is shown (hit frequency here may not be typical).
